APE1 inh: blocks human APE1 abasic DNA cleavage; P27695; recombinant APE1, TAMRA/BHQ-2 abasic DNA cleavage fluorescence; Potency, µM (doses to about 65.8 µM), for inactives: at the highest dose activity change, negative = inhibition, hits mostly inhibitors; actives 0.35% (n = 350,000);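 also: potency is read from the fitted curve at half-maximal effect; plate controls were vehicle for no effect and reference inhibitor for full effect; nearly all actives have a fitted effect of over 55% in size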
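0.75 nM APE1 + cpd, 15 min RT; start w/ 50 nM TAMRA/BHQ-2 THF-abasic dsDNA; kinetic fluor 525/598 nm ×3 reads @60 s; Δ(read3−read1); normalized to DMSO and NSC13755 control wells.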
Glioma ERSR ind: inducers of ER stress response in human glioma cells. actives 0.02% (n = 420,000). U87-MG GRP78 promoter luciferase reporter, 16 h. AID 602332. Potency, µM, for the others: top-dose activation, actives largely listed as activators; also: potency is read from the fitted curve at half-maximal effect; series mostly up to about 76 µM; % of control where 0% means no effect; nearly all actives have a fitted effect of over 35% in size
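ERSR induction read as luciferase luminescence (Bright-Glo, 10 min at room temperature) in stably transfected human U87-MG glioma cells exposed to compounds for 16 h, using GRP78 as sensor.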
Pol beta inh: blocks human DNA polymerase beta activity; P06746; Pol beta primer extension/strand displacement, fluorescence kinetic; Potency, µM (highest dose often 114 µM), without a hit: at the highest dose activity change, negative = inhibition, usual class: inhibitors; actives 1.3% (n = 340,000); AID 485314; also: potency is read from the fitted curve at half-maximal effect; % is scaled to controls: 0 for no effect and ±100 for the full control effect
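Homogeneous kinetic assay of primer extension and strand displacement by 10 nM Pol beta, preincubated 15 min at room temperature with compound before 50 nM substrate (final) was added. Read at 0 and 10 min; four-parameter Hill fit.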
Pol kappa inh: blocks human DNA polymerase kappa activity; Q9UBT6; actives 0.53% (n = 400,000); AID 588579; Potency, µM (titrated, usually from 107 µM), for inactives: top-dose activity, negative = inhibition, usual class: inhibitors; purified Pol kappa, fluorescent DNA synthesis assay, 10 min; also: potency is read from the fitted curve at half-maximal effect; % is scaled to controls: 0 for no effect and ±100 for the full control effect
Target sequence (Q9UBT6 whole entry, looked up): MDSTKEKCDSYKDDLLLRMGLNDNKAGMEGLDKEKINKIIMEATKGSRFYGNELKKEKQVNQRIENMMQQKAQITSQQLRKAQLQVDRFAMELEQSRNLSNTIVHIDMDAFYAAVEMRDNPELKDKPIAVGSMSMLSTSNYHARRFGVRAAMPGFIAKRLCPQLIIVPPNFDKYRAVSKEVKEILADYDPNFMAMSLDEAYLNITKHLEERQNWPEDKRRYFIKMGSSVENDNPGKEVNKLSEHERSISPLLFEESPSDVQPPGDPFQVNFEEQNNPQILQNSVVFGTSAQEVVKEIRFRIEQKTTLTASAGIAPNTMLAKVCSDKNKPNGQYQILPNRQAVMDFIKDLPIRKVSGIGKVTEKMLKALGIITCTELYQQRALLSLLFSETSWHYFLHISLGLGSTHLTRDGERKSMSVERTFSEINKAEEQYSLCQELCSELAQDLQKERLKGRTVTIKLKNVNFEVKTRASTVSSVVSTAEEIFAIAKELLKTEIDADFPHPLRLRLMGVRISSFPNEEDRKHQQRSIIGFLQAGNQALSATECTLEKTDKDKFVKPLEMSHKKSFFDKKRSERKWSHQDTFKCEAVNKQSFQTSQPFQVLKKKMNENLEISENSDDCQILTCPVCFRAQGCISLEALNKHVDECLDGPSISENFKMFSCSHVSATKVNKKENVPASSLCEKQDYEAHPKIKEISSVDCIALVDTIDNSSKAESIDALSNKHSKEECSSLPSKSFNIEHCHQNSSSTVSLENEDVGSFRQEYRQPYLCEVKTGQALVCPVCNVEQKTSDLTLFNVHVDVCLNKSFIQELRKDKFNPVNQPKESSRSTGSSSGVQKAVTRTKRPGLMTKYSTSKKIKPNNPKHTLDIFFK
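Enzyme at 10 nM met test compounds for 15 min at room temperature. Substrate addition (50 nM final) began the reaction, which was monitored by fluorescence at 0 and 10 min.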
BLM helicase inh: Bloom syndrome helicase (human) inhibition. recombinant BLM DNA unwinding, fluorescence dequenching. actives 0.2% (n = 350,000). P54132. Potency, µM (series often up to 56.1 µM), inactives show top-dose activity change, negative = inhibition, hits mostly inhibitors;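 also: potency is read from the fitted curve at half-maximal effect; plate controls were vehicle for no effect and no enzyme for full effect; nearly all actives have a fitted effect of over 35% in size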
LDHA block: inhibitors of human lactate dehydrogenase A; purified LDHA, NADH/diaphorase-resazurin fluorescence; stronger effect = lower value; activity change, % (values are at about 110 or 230 µM); actives 0.15% (n = 480,000); AID 1347041; in the data active = activity change below about -30%; inconclusive = mostly about -25% to -30%;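 also: plate controls were DMSO wells for no effect and wells without enzyme for full effect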
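Remaining NADH was detected by diaphorase (0.133 mg/mL) converting 37 µM resazurin to fluorescent resorufin, read at 0 and 20 minutes. The preceding 5-minute room-temperature reaction used 2 nM LDHA, 0.2 mM sodium pyruvate and 0.06 mM NADH at pH 7.4.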
POLH inh: blocks human DNA polymerase eta activity | actives 1.2% (n = 390,000) | recombinant Pol eta, fluorescent DNA replication assay | Q9Y253 | Potency, µM (titrated, usually from 114 µM), without a hit: at the top dose activity change, negative = inhibition, most hits filed as inhibitors; also: potency is read from the fitted curve at half-maximal effect; % is scaled to controls: 0 for no effect and ±100 for the full control effect
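Pol eta at 10 nM preincubated with compounds 15 min at room temperature; reaction started with fluorescent substrate (50 nM final) and read kinetically at 0 and 10 min.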
POLI inh: inhibitors of human DNA polymerase iota; Q9UNA4; Pol iota fluorescent replication assay, 10 min; Potency, µM (doses to about 115 µM), for inactives: at the top dose activity, negative = inhibition, most hits filed as inhibitors; actives 1% (n = 390,000); AID 588590; also: potency is read from the fitted curve at half-maximal effect
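Pol iota at 10 nM preincubated 15 min with compounds at room temperature; reaction started with fluorescent substrate, 50 nM final. Fluorescence read kinetically at 0 and 10 min; buffer-only wells as negative control.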
Anesthetic bind: binds horse apoferritin like a general anesthetic. apoferritin/1-aminoanthracene competitive binding, fluorescence. Potency, µM (series often up to 77.5 µM), for inactives: top-dose activity change, negative = displacement, hits mostly inhibitors. AID 485281. actives 0.074% (n = 350,000). P02791; also: potency is read from the fitted curve at half-maximal effect; % is scaled to controls: 0 for no effect and ±100 for the full control effect; nearly all actives have a fitted effect of over 20% in size
Target sequence (P02791 2-175 limits assumed): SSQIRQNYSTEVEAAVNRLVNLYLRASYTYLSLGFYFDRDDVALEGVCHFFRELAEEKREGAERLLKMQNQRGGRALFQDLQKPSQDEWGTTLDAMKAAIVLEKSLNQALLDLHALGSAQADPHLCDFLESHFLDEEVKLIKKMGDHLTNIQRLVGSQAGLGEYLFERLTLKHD
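Apoferritin-based anesthetic binding model; compound displacement of fluorescent 1-AMA measured as endpoint fluorescence after 10 minutes at room temperature, scaled to free-ligand and complex controls.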
* hit, by the source's call; [ ] = remark or other dose. Unless noted, calls follow the shape of the dose curve; as a rule, active = well fitted curve in the direction sought with a large enough effect; inconclusive = small, poorly fitted or top-dose-only effect, or another doubt; inactive = no such curve, though single readings can be large; an effect the other way counts as inactive or inconclusive. An excerpt (hit frequency here may not be typical).

Results for Cc1ccc(C(=O)NCc2occc2C(=O)O)o1 ?
APE1 inh: inconclusive; Glioma ERSR ind: -5%; Pol beta inh: 20µM*; Pol kappa inh: inconclusive; BLM helicase inh: 1%; LDHA block: -4; POLH inh: 28µM*; POLI inh: inconclusive; Anesthetic bind: 3%

What do the screens show for `CCOC(=O)c1c(CC(C)C)csc1/N=C/C1C(=O)CC(C)(C)CC1=O`?
APE1 inh: -4%; Glioma ERSR ind: -5%; Pol beta inh: 0%; Pol kappa inh: -13%; BLM helicase inh: 0%; LDHA block: 6; POLH inh: 1%; POLI inh: 42%[activator]; Anesthetic bind: 0%

What do the screens show for `Cc1cccnc1Nc1nc(-c2ccc(O)cc2)cs1`?
APE1 inh: 1%; Glioma ERSR ind: 8%; Pol beta inh: 17%; Pol kappa inh: -6%[60.1 µM]; BLM helicase inh: -6%; LDHA block: 4; POLH inh: -15%; POLI inh: inconclusive; Anesthetic bind: inconclusive

How did COc1ccc(/C=C2/N=C(SC3CCOC3=O)N(c3cccc(OC)c3)C2=O)cc1 (configuration not stated) do in these assays?
APE1 inh: 1%; Glioma ERSR ind: 1%; Pol beta inh: 12%[57.1 µM]; Pol kappa inh: -21%; BLM helicase inh: -11%; LDHA block: -5; POLH inh: inconclusive; POLI inh: -15%; Anesthetic bind: 0%

Results for COc1ccc(CSC(=N)N)cc1[N+](=O)[O-] ?
APE1 inh: 7%; Glioma ERSR ind: -5%; Pol beta inh: 2%; Pol kappa inh: 0%; BLM helicase inh: 3%; LDHA block: -1; POLH inh: -12%; POLI inh: 13%; Anesthetic bind: -4%

Results for Cn1cc(S(=O)(=O)N2CCCCCC2)cc1C(=O)NCc1ccc(F)cc1 ?
Glioma ERSR ind: -2%; Pol beta inh: 38%; Pol kappa inh: -3%[60.1 µM]; BLM helicase inh: -3%; LDHA block: -6; POLH inh: -12%; POLI inh: 10%; Anesthetic bind: 8%

What do the screens show for `CCOc1ccc(NC(N)=O)cc1`?
APE1 inh: 5%; Glioma ERSR ind: -2%; Pol beta inh: -11%; Pol kappa inh: 4%; BLM helicase inh: -1%; LDHA block: -1; POLH inh: -13%; POLI inh: 37%[activator]; Anesthetic bind: -10%

What do the screens show for `O=C(CSc1nnnn1C1CCCCC1)NCc1ccco1`?
APE1 inh: -2%; Glioma ERSR ind: -6%; Pol beta inh: 7%; Pol kappa inh: 3%; BLM helicase inh: -2%; LDHA block: 1; POLH inh: -14%; POLI inh: 17%; Anesthetic bind: -12%

How did CCN(c1cccc(C)c1)S(=O)(=O)c1ccc(OC)c([N+](=O)[O-])c1 do in these assays?
APE1 inh: -3%; Glioma ERSR ind: -2%; Pol beta inh: 0%; Pol kappa inh: -11%; BLM helicase inh: -10%; LDHA block: -7; POLH inh: -14%; POLI inh: 73%[activator]; Anesthetic bind: inconclusive

What do the screens show for `CNC(=S)N(Cc1cccs1)Cc1cc2cc(OC)ccc2[nH]c1=O`?
APE1 inh: -2%; Glioma ERSR ind: -5%; Pol beta inh: -12%; Pol kappa inh: -3%; BLM helicase inh: 5%; LDHA block: -8; POLH inh: -4%; POLI inh: 11%; Anesthetic bind: 1%

How did COc1ccc(C(=O)NCC(=O)OCC(=O)N2N=C(c3ccc(Cl)cc3)CC2c2ccco2)cc1OC (configuration not stated) do in these assays?
APE1 inh: -4%; Glioma ERSR ind: 0%; Pol beta inh: -22%; Pol kappa inh: -11%; BLM helicase inh: -11%; LDHA block: 0; POLH inh: -9%; POLI inh: -1%; Anesthetic bind: -10%

Results for CSc1nc(=S)n(-c2ccccc2)c(C)c1C(C)=O ?
APE1 inh: 35%; Glioma ERSR ind: 1%; Pol beta inh: 33%; Pol kappa inh: 6%; BLM helicase inh: -4%; LDHA block: 0; POLH inh: -12%; POLI inh: -29%; Anesthetic bind: -3%

How did Cc1ccccc1-c1nc2cc(Cl)ccc2o1 do in these assays?
APE1 inh: -3%; Glioma ERSR ind: 6%; Pol beta inh: 9%; Pol kappa inh: -15%; BLM helicase inh: 5%; LDHA block: 1; POLH inh: 2%; POLI inh: 29%; Anesthetic bind: -15%

How did Cc1cccc(OCC(=O)O/N=C(\N)c2ccccn2)c1 do in these assays?
APE1 inh: -7%; Glioma ERSR ind: 8%; Pol beta inh: 18%; Pol kappa inh: -2%; BLM helicase inh: 2%; LDHA block: -1; POLH inh: -13%; POLI inh: 32%; Anesthetic bind: inconclusive

How did C/C(=N\NC(=O)c1ccccc1-n1cccc1)C1CC1 do in these assays?
APE1 inh: 15%; Glioma ERSR ind: -4%; Pol beta inh: 20%; Pol kappa inh: -20%; BLM helicase inh: 6%; LDHA block: -3; POLH inh: -5%; POLI inh: -17%; Anesthetic bind: -12%

Results for CC1(C)Cc2nc3sc4c(OCc5ccccc5)ncnc4c3cc2CO1 ?
APE1 inh: -2%; Glioma ERSR ind: -3%; Pol beta inh: 19%; Pol kappa inh: -14%; BLM helicase inh: 1%; LDHA block: -9; POLH inh: 8%; POLI inh: 18%; Anesthetic bind: inconclusive

Results for CC(=O)c1sc(-c2ccc(F)cc2F)nc1C ?
APE1 inh: -1%; Glioma ERSR ind: 0%; Pol beta inh: -1%; Pol kappa inh: 1%; BLM helicase inh: -4%; LDHA block: -6; POLH inh: -16%; POLI inh: 4%; Anesthetic bind: -8%

How did CC1=C(C(=O)OC2CCCCC2)C(c2ccc(C)o2)C2=C(CCCC2=O)N1 (configuration not stated) do in these assays?
APE1 inh: -6%; Glioma ERSR ind: -2%; Pol beta inh: -4%; Pol kappa inh: -9%; BLM helicase inh: -7%; LDHA block: -6; POLH inh: -10%; POLI inh: 1%; Anesthetic bind: -17%

Results for CC(=O)c1c(C(C)=O)c(C)n(Cc2ccc(Cl)cc2)c1C ?
APE1 inh: 4%; Glioma ERSR ind: -6%; Pol beta inh: 1%; Pol kappa inh: -4%; BLM helicase inh: -1%; LDHA block: -8; POLH inh: -20%; POLI inh: -1%; Anesthetic bind: -12%

What do the screens show for `O=C(CCc1ccccc1)Nc1ncn[nH]1`?
APE1 inh: -1%; Glioma ERSR ind: -1%; Pol beta inh: -4%; Pol kappa inh: -3%; BLM helicase inh: -3%; LDHA block: -5; POLH inh: -13%; POLI inh: 14%; Anesthetic bind: -13%

How did N#Cc1c[nH]n2c(NC3CCCC3)c(-c3cccc(Br)c3)nc12 do in these assays?
Glioma ERSR ind: -2%; Pol beta inh: -10%; Pol kappa inh: -21%; BLM helicase inh: -4%; LDHA block: -2; POLH inh: -18%; POLI inh: 24%; Anesthetic bind: inconclusive

How did Nc1cccc2[nH]c(=O)c3ccccc3c12 do in these assays?
Glioma ERSR ind: -1%; Pol kappa inh: -5%; LDHA block: 32; POLH inh: inconclusive; POLI inh: 59%[activator]

How did O=C(NCc1ccccn1)c1ccc(NC(=O)c2ccco2)cc1 do in these assays?
APE1 inh: -3%; Glioma ERSR ind: 0%; Pol beta inh: 12%; Pol kappa inh: 0%; BLM helicase inh: 1%; LDHA block: -3; POLH inh: -12%; POLI inh: 24%; Anesthetic bind: -6%

Results for COc1cc(NC(=O)CSc2nc3c(C)ccc(C)c3cc2C)c(C(=O)O)cc1OC ?
APE1 inh: -2%; Glioma ERSR ind: -2%; Pol beta inh: 14%; Pol kappa inh: -3%; BLM helicase inh: -8%; LDHA block: -4; POLH inh: inconclusive; POLI inh: 19%; Anesthetic bind: -5%

Results for O=C(NCCS(=O)(=O)N1CCN(c2ccc(F)cc2)CC1)C(c1ccccc1)c1ccccc1 ?
Glioma ERSR ind: -3%; Pol beta inh: 6%; Pol kappa inh: -13%[60.1 µM]; BLM helicase inh: 0%; LDHA block: -7; POLH inh: -16%; POLI inh: 13%; Anesthetic bind: 58%[activator]

What do the screens show for `CCN(CC)CCNCc1ccc(-c2ccc(Cl)cc2)o1`?
APE1 inh: 4%; Glioma ERSR ind: -5%; Pol beta inh: 8%; Pol kappa inh: -6%[60.1 µM]; BLM helicase inh: 26%; LDHA block: -2; POLH inh: -11%; POLI inh: -5%; Anesthetic bind: inconclusive

Results for COc1ccc(S(=O)(=O)N2CCN(Cc3ccccc3)CC2)cc1 ?
APE1 inh: 8%; Glioma ERSR ind: -2%; Pol beta inh: 0%; Pol kappa inh: -1%; BLM helicase inh: -4%; LDHA block: -9; POLH inh: -10%; POLI inh: 24%; Anesthetic bind: -10%

What do the screens show for `CCOc1cc(/C=C2/C(=O)ON=C2C)ccc1OCc1ccccc1`?
APE1 inh: 7%; Glioma ERSR ind: -3%; Pol beta inh: 15%; Pol kappa inh: -7%; BLM helicase inh: -9%; LDHA block: -6; POLH inh: -26%; POLI inh: 31%[activator]; Anesthetic bind: -4%

How did O=C(N[C@@H]1C/C=C\C[C@H](CC(=O)N(CCO)Cc2ccccc2)C(=O)NC[C@@H](c2ccccc2)OC1=O)OCC1c2ccccc2-c2ccccc21 do in these assays?
APE1 inh: 16%; Glioma ERSR ind: 7%; Pol kappa inh: 6%; LDHA block: -3; POLH inh: -7%; POLI inh: -6%

How did O=C(NCCc1ccc(F)cc1)c1ccc([N+](=O)[O-])cc1 do in these assays?
APE1 inh: 1%; Glioma ERSR ind: -2%; Pol beta inh: 9%; Pol kappa inh: -26%; BLM helicase inh: -1%; LDHA block: -3; POLH inh: -29%; POLI inh: 176%[activator]; Anesthetic bind: -8%

Results for Cc1cc(NC(=O)c2ccc(S(=O)(=O)N3CCCC3)cc2)nc2c1c(=O)oc1ccccc12 ?
APE1 inh: 4%; Glioma ERSR ind: 2%; Pol beta inh: -25%; Pol kappa inh: -19%; BLM helicase inh: -6%; LDHA block: -2; POLH inh: -8%; POLI inh: 13%; Anesthetic bind: 4%

How did CCOC(=O)C1(CCCc2ccccc2)CCN(CCCn2cccn2)CC1 do in these assays?
APE1 inh: 2%; Glioma ERSR ind: -3%; Pol beta inh: 19%; Pol kappa inh: 0%; BLM helicase inh: 3%; LDHA block: -5; POLH inh: 3%; POLI inh: -7%; Anesthetic bind: -13%

Assay outcomes (PubChem BioAssay)
